KOR beta-arrestin-1: KOR antagonists, beta-arrestin recruitment, cell-based, luminescence, uHTS (AID 1778) | Kappa-type opioid receptor (Homo sapiens) | inhibition, % at 10 µM, or IC50 in µM where a hit was titrated | 290,000 compounds, 0.091% hits | KOR beta-arrestin recruitment, luminescence, antagonist mode; higher % means a stronger effect; in the data active = inhibition above about 50%; note: strong numbers were not always called active
GPR35 antagonists: GPR35 antagonists blocking zaprinast-driven arrestin recruitment, primary screen, imaging, U2OS, beta-arrestin-GFP, zaprinast agonist (AID 2058) | one-dose inhibition, % at 10 µM; IC50 in µM for titrated hits | 290,000 compounds, 0.052% hits | U2OS GPR35 beta-arrestin-GFP translocation imaging, zaprinast antagonism; higher % means a stronger effect;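 active = inhibition of at least 50% with at least 30 cells and total cytoplasm GFP at most 10,000,000; inconclusive = under 30 cells or total GFP of 10,000,000 plus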
SIAH1 antagonists: Siah-1 peptide-binding antagonists, primary screen, biochemical, fluorescence polarization, rhodamine-plectin, uHTS (AID 1817) | 290,000 compounds, 0.02% hits | one-dose displacement, % at 20 µM; IC50 in µM for titrated hits | E3 ubiquitin-protein ligase SIAH1 (Homo sapiens) | Siah-1 / rhodamine-plectin peptide fluorescence polarization; higher % means a stronger effect;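 active = displacement of at least 50% at 20 µM, with a fluorescence ratio check between 0.3 and a set limit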;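 note: plate controls were Siah plus tracer with DMSO for no effect and tracer alone without Siah for full effect; strong numbers were not always called active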
AID2073: inhibitors of Mint1-CaV2.2 protein interaction, biochemical, HTRF (AID 2073). inhibition, % at 20 µM, or IC50 in µM where a hit was titrated. HTRF protein-protein interaction, Mint1-CaV2.2; higher % means a stronger effect. 290,000 compounds, 0.19% hits; in the data active = inhibition mostly above about 51%, no sharp cut-off; inconclusive = no clear call, values can overlap the other calls; inactive = mostly below about 53%; note: some results filed as inactive read as strong as hits
GPR55 antagonists: GPR55 antagonists blocking LPI-driven arrestin recruitment, primary screen, imaging, U2OS, beta-arrestin-GFP, LPI agonist (AID 2013). inhibition, % at 10 µM; hits with a dose series show IC50 in µM. 290,000 compounds, 0.13% hits. U2OS GPR55 beta-arrestin-GFP translocation imaging, LPI antagonism; higher % means a stronger effect;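 active = spots per cell inhibited over 60%, with over 100 cells counted and total cytoplasm intensity under 500,000; inconclusive = wells with under 100 cells, flagged as likely toxic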;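 note: U2OS cells stably carrying GPR55 and arrestin-GFP stimulated by 5 µM LPI near EC80; imaged beta-arrestin-GFP aggregate spots per cell after agonist stimulation; plate controls were LPI-stimulated DMSO wells for no effect and DMSO wells without LPI for full effect; some results filed as inactive read as strong as hits; confirmed hits need IC50 under 10 µM and bright autofluorescent wells are also inconclusive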
NOD1 NF-kB reporter: NOD1 signaling inhibitors, primary screen, cell-based, luminescence, uHTS (AID 1578). 290,000 compounds, 1% hits. NOD1-driven NF-kB luciferase reporter cells, luminescence; higher % means a stronger effect. inhibition, % at 4 µM, or EC50 in µM where a hit was titrated; in the data active = inhibition mostly above about 36%, no sharp cut-off; inactive = mostly below about 34%;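 note: HEK-293T reporter cells stimulated with the NOD1 agonist gamma-tri-DAP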
HIV fusion peptide: inhibitors of HIV fusion peptide binding, primary screen, biochemical, uHTS, fluorescence dequenching (AID 1986); 290,000 compounds, 0.3% hits; cell-free peptide binding, fluorescence dequenching, 30 min; higher % means a stronger effect; inhibition, % at 20 µM; hits with a dose series show IC50 in µM; in the data active = inhibition mostly above about 52%, no sharp cut-off; inactive = mostly below about 76%; note: some results filed as inactive read as strong as hits
GPR55 activation: GPR55 agonists via beta-arrestin recruitment, primary screen, imaging, U2OS cells, beta-arrestin-GFP redistribution (AID 1961). G-protein coupled receptor 55 (Homo sapiens). U2OS GPR55 beta-arrestin-GFP redistribution imaging; higher % means a stronger effect. activation, % at 10 µM, or EC50 in µM where a hit was titrated. 290,000 compounds, 0.048% hits;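 active = activation above 40% with more than 50 cells counted in the well; inconclusive = wells holding fewer than 50 cells, flagged as toxic or sparse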;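 note: U2OS osteosarcoma cells stably expressing GPR55 and beta-arrestin-GFP; plate controls were DMSO negative control for no effect and LPI positive control for full effect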
KOR beta-arrestin-2: KOR agonists, beta-arrestin recruitment, primary screen, cell-based, luminescence, uHTS (AID 1777); Kappa-type opioid receptor (Homo sapiens); one-dose activation, % at 10 µM; EC50 in µM for titrated hits; KOR beta-arrestin recruitment, luminescence; higher % means a stronger effect; 280,000 compounds, 0.02% hits; in the data active = activation above about 50%, passing the limit was not always enough; note: a part of the inactive calls stands beside numbers as strong as those of hits
Active calls of the source: *; ? = inconclusive; · = not tested or not shown; [ ] = dose if it differs, or a comment. Some of the compounds tested; rates above refer to the full screens.

SMILES	KOR beta-arrestin-1	GPR35 antagonists	SIAH1 antagonists	AID2073	GPR55 antagonists	NOD1 NF-kB reporter	HIV fusion peptide	GPR55 activation	KOR beta-arrestin-2
NC(=O)C1CCN(C(=O)c2ccc(NC3=NC4CS(=O)(=O)CC4S3)cc2)CC1 (configuration not stated)	5%	-12%	2%	-4%	10%	-1%	-2.8%	-0.1%	2.7%
O=C(CSc1nc2c(cnn2-c2ccccc2)c(=O)[nH]1)N1CCOCC1	-15%	-7%	-1%	5%	-12%	4%	0.1%	-0.2%	4.5%
CCOC(=O)Cc1csc(NC(=O)Nc2cccs2)n1	21%	2%	-2%	2%	3%	-18%	-0.9%	-0.1%	4.0%
CSCCC(NC(=O)c1ccccc1Br)C(=O)N1CCCC(C(F)(F)F)C1 (configuration not stated)	-8%	-10%	1%	9%	12%	-1%	2.4%	-0.1%	1.6%
CCn1cc(/C=N/NC(=O)c2ccc(C#N)cc2F)c2ccccc21	-32%	10%	-2%	7%	17%	-10%	1.5%	0.3%	-2.3%
CC(C)CC(=O)NC(=S)NCc1ccccc1	20%	-9%	-2%	-9%	-8%	5%	-0.1%	-0.2%	8.1%
Cn1cccc1/C=N/NC(=O)C(O)c1ccccc1 (configuration not stated)	11%	1%	-5%	2%	-10%	16%	-0.9%	0.3%	-0.7%
Cc1ccc(-c2csc3nc[nH]c(=O)c23)c(C)c1	-19%[20 µM]	-14%	4%	9%	12%	-26%	-0.9%	-0.3%	-0.5%
Cc1nnsc1Sc1ccccc1C(=O)O	-14%	-3%	2%	4%	-7%	-21%	0.6%	-0.4%	-4.4%
CC(=O)Nc1cccc(-c2nnc(-c3ccccc3)o2)c1	-3%	-2%	2%	0%	-3%	·	1.3%	-0.2%	0.2%
CCOC(=O)C1CCCN(C(=O)C2CCN(S(=O)(=O)c3ccc4ccccc4c3)CC2)C1 (configuration not stated)	10%	3%	4%	16%	14%	-15%	0.5%	-0.1%	4.5%
N=c1c(S(=O)(=O)c2ccc(Cl)cc2)cc2c(=O)n3ccccc3nc2n1Cc1ccco1	0%	2%	14%	?	-6%	29%	55%	-0.2%	-1.0%
O=C(c1ccc(-c2ccccc2)cc1)N1CCN(c2ccccc2F)CC1	-11%[20 µM]	-2%	4%	7%	8%	-23%	-1.6%	-0.2%	-5.5%
O=C(C1=C(O)C(=O)N(CCCN2CCOCC2)C1c1ccc(Cl)cc1)c1cc2ccccc2o1 (configuration not stated)	2%	2%	0%	24%	-10%	-11%	5.8%	-0.1%	10%
Cc1ccc(NC(=O)CCNS(=O)(=O)c2ccc3[nH]c(=O)oc3c2)cc1N(C)C	-34%	16%	2%	5%	9%	-17%	0.1%	0.3%	-1.1%
CC(=O)c1c(C)oc2ccc(O)c(CN3CCOCC3)c12	-13%	1%	-6%	3%	4%	13%	7.1%	0.3%	-1.2%
Cc1ccccc1S(=O)(=O)Nc1nc2ccccc2nc1N1CCOCC1	16%	5%	4%	7%	-5%	0%	4.2%	0.3%	·
O=C(O)c1nn2c(c1Br)NC(c1ccccc1)CC2C(F)(F)F (configuration not stated)	5%	0%	3%	-6%	22%	16%	-3.0%	-0.1%	0.4%
CCN(CC)S(=O)(=O)c1ccc(N2Cc3ccccc3C2=N)cc1	-4%	-12%	3%	?	8%	-28%	8.8%	0.6%	-4.3%
C=CCOC(=O)C(C#N)c1nc2ccccc2nc1N1CCC(C(=O)OCC)CC1 (configuration not stated)	18%	-1%	-1%	-4%	7%	-17%	1.5%	0.8%	-4.0%
Cc1cc(Cl)ccc1OCC(=O)OCC(=O)Nc1ccc(F)c([N+](=O)[O-])c1	-3%	4%	21%	7%	-3%	-16%	-1.0%	-0.1%	-3.6%
FC(F)(F)c1ccc(NC2=NCCC2)cc1	21%	-14%	8%	-6%	10%	-14%	2.5%	0.1%	0.1%
COc1ccccc1C(=O)n1nc(-c2cccnc2)nc1N	17%	-10%	-1%	5%	2%	-8%	1.1%	-0.1%	-5.2%
Cc1cc(C)c2c(=O)[nH]n(C3CC(C)N(C)CC3C)c2n1 (configuration not stated)	11%	-14%	4%	0%	5%	-2%	-3.0%	0.1%	-2.2%
CC1(C)CC(C(CC(=O)O)c2ccccc2)CCO1 (configuration not stated)	5%	10%	-4%	6%	13%	21%	-2.3%	0.2%	-6.5%
CCc1cccc(C)c1NC(=O)CSc1nc(C)c(C)o1	23%	3%	6%	1%	24%	-12%	1.1%	0.3%	-4.4%
Cc1nnc(SCC(=O)NNC(=O)c2ccccc2)n1-c1ccccc1	2%	25%	-8%	-4%	12%	8%	-2.7%	-0.4%	-1.9%
O=C(O)CC1S/C(=N/N=C/c2ccc(-c3ccc(Cl)cc3[N+](=O)[O-])o2)NC1=O (configuration not stated)	6%	0%	-4%	14%	-4%	-17%	28%	0.0%	-3.1%
CN1c2ccsc2/C(=N/Nc2ccc(F)cc2)CS1(=O)=O	-39%	6%	-1%	-11%	2%	-2%	-2.3%	0.3%	-6.7%
O=[N+]([O-])c1ccc2c(c1)[nH]c(=S)n2-c1ccccc1	12%	-12%	-2%	30%	13%	-40%	-1.0%	-0.2%	-4.5%
COc1cc2c(cc1OC)CN(C(=O)CSc1nc(N)c(C#N)cc1C#N)CC2	-2%	-4%	0%	-4%	20%	7%	2.4%	-0.1%	-4.4%
Cc1cc(C)n(C(=O)/C=C/c2cccs2)n1	32%	4%	6%	-4%	-4%	3%	-1.2%	-0.3%	-1.3%
Cc1ccc(N2C(=O)C3CC3C2=O)cc1 (configuration not stated)	-6%	2%	7%	28%	14%	-39%	-0.3%	0.3%	-0.1%
CSc1nnc2ccc(-c3ccccn3)nn12	-4%	8%	4%	16%	9%	-46%	0.6%	0.1%	-6.1%
Cc1nc(NC(=O)CCCC(=O)Nc2nc(C)c(C)s2)sc1C	-14%	9%	5%	-9%	-7%	-4%	-3.4%	-0.2%	-1.5%
Nn1c(COc2ccc(Cl)cc2)nc2ccccc2c1=O	-9%	-8%	4%	-2%	3%	-8%	1.7%	-0.2%	5.5%
CC(C)(C)NC(=O)C(=O)NC(=O)c1c(F)cccc1Cl	11%	12%	2%	4%	0%	-5%	-1.0%	0.0%	-4.1%
CCC(=O)N1c2ccccc2NC2=C(C(=O)CCC2)C1c1ccccc1 (configuration not stated)	-2%	-1%	4%	3%	11%	-4%	-1.7%	0.3%	-4.2%
COc1ccc(NC(=O)C(CCSC)NC(N)=O)cc1NS(=O)(=O)c1ccc(F)cc1 (configuration not stated)	-20%	-14%	0%	-12%	-3%	-45%	-0.2%	-0.1%	2.0%
CSc1ncccc1C(=O)Nc1ccc2nc(C)sc2c1	13%	1%	4%	-2%	10%	-4%	0.4%	0.0%	3.4%
COc1ccc(S(=O)(=O)NN(C)C(=O)c2nn(-c3ccccc3)ccc2=O)cc1	-27%	3%	4%	9%	5%	-22%	-0.3%	-0.2%	-1.7%
Cc1ccc(NC(=O)Cc2nnc(SCC(=O)Nc3ccc(N4CCOCC4)cc3)n2C)cc1	24%	19%	5%	13%	3%	-8%	-0.1%	0.6%	-1.3%
CC1=C(C(=O)OCc2ccccc2)C(c2ccc(C)o2)C2=C(CCCC2=O)N1 (configuration not stated)	3%	2%	10%	2%	3%	3%	1.0%	-0.1%	-4.3%
COC(=O)c1cc2oc3ccccc3c2n1Cc1ccccn1	-9%	-5%	-2%	-2%	-3%	19%	-0.8%	-0.1%	5.8%
CC(C)[N+](C)(CCOC(=O)C1c2ccccc2Oc2ccccc21)C(C)C	-13%	-17%	6%	1%	-11%	-23%	1.6%	0.2%	0.2%

Retrieved by structure from the list above, 2 records:
SMILES	KOR beta-arrestin-1	GPR35 antagonists	SIAH1 antagonists	AID2073	GPR55 antagonists	NOD1 NF-kB reporter	HIV fusion peptide	GPR55 activation	KOR beta-arrestin-2
CC1(C)CC(C(CC(=O)O)c2ccccc2)CCO1 (configuration not stated)	5%	10%	-4%	6%	13%	21%	-2.3%	0.2%	-6.5%
CN1c2ccsc2/C(=N/Nc2ccc(F)cc2)CS1(=O)=O	-39%	6%	-1%	-11%	2%	-2%	-2.3%	0.3%	-6.7%

The list continues.
SMILES	KOR beta-arrestin-1	GPR35 antagonists	SIAH1 antagonists	AID2073	GPR55 antagonists	NOD1 NF-kB reporter	HIV fusion peptide	GPR55 activation	KOR beta-arrestin-2
NC(=O)CN(c1ccc(Cl)cc1)S(=O)(=O)c1ccccc1	7%	0%	1%	-11%	-1%	-20%	1.5%	-0.2%	0.8%
CNC(=O)CN(c1cccc2ccccc12)S(C)(=O)=O	-23%	0%	0%	4%	1%	-14%	-1.8%	0.3%	3.8%
Cc1[nH]c(=O)c(C#N)c(C)c1Br	29%	11%	0%	4%	-2%	-9%	0.6%	-0.1%	-2.8%
COc1ccccc1CNC(=O)C1CCCN(c2cnccn2)C1 (configuration not stated)	-25%	-1%	-5%	7%	6%	10%	0.4%	-0.1%	3.3%
O=S(=O)(Nc1ccccc1)c1ccc(NS(=O)(=O)c2c(F)cccc2F)cc1	-30%	3%	1%	13%	-5%	-7%	0.3%	-0.2%	-1.2%
CC(C)C(NC(=O)c1ccc(S(=O)(=O)N2CCOCC2)cc1)c1nc2ccccc2[nH]1 (configuration not stated)	-20%	-6%	4%	3%	3%	10%	3.6%	0.0%	7.5%
CCOC(=O)c1[nH]c2cc(OC)c(OC)cc2c1N	-15%	-5%	1%	2%	20%	-1%	1.7%	-0.1%	-5.4%
Cc1ccccc1N1C(=O)[C@@H]2Cc3ccccc3CN2C1=O	-26%	9%	-1%	1%	4%	-13%	-0.2%	-0.1%	6.1%
CCC(C)NC(=O)c1ccccc1NC(=O)c1ccc(CSc2ccccc2)cc1 (configuration not stated)	2%	-6%	-2%	-4%	19%	-18%	-0.4%	-0.2%	-5.9%
COc1cccc(CNC(=O)C2CCN(S(=O)(=O)c3ccc4c(c3)CC(C)N4C(C)=O)CC2)c1 (configuration not stated)	-29%	0%	-1%	2%	1%	-16%	2.0%	0.8%	-2.5%
CCC(Sc1nc(-c2ccccc2)c(-c2ccccc2)[nH]1)C(=O)O (configuration not stated)	-21%	-7%	15%	1%	1%	-3%	5.1%	-0.3%	-1.3%
CCNC(=O)/C(=C\c1ccccc1)NC(=O)/C=C/c1ccccc1	22%	-4%	-5%	8%	7%	-2%	-1.3%	-0.1%	-2.3%
O=C(Nc1ccc2c(c1)OCCO2)c1ccc(CN2CCOCC2)cc1	-2%	-6%	-3%	4%	5%	-8%	0.6%	-0.1%	-1.7%
